Compound activity as filed in PubChem BioAssay.
TRPV1 ag: human TRPV1 agonism. Q8NER1. TRPV1-expressing cells, Fluo-8 calcium influx, agonist mode. activation, % at 8.33 µM. hit rate 0.19% among 320,000. AID 540275; in the data active means activation above about 80%; inconclusive means between about 30% and that limit; further: 0% is about no effect
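TRPV1-expressing cells were cultured overnight at 35.5C and loaded with Fluo-8 calcium dye for 40 to 90 min at room temperature. After a 10 s baseline, compound was added and calcium influx was read kinetically for 3 min (ex 480/em 520 nm).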
BRCA1 expr act: increases BRCA1 expression | MCF7-BRCA1-FFLuc reporter, luminescence, 48 h; response scale: scaled: vehicle 0%, 10 µM genistein 100% | Potency, µM (titrated, usually from 46.1 µM), without a hit: at the highest dose activation, hits mostly activators | hit rate 1.1% among 380,000 | AID 624202; further: potency means the concentration at half of the fitted maximal effect; nearly all actives have a fitted effect of over 80% in size; some results filed as inactive show a strong effect at the top dose
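First, MCF7-BRCA1-FFLuc cells (2000/well) attach for 2 h; next, compounds are pin-added and incubated 48 h at 37 °C; finally, luciferase reagent is added and luminescence read after 15 min.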
Eya2 inh: Eya2 (human) phosphatase inhibition. AID 488837. hit rate 0.006% among 330,000. Potency, µM (highest dose often 76.9 µM), for inactives: at the highest dose activity, negative = inhibition, hits mostly inhibitors. O00167. recombinant Eya2, OMFP fluorescence dephosphorylation (OMFP is methylfluorescein phosphate); further: potency means the concentration at half of the fitted maximal effect; on the % scale 0 is the no-effect control and ±100 the full control effect
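Eya2 protein (added as 0.2 uM solution) was preincubated with compound for 10 min at ambient temperature in 50 mM HEPES pH 7.5, 50 mM NaCl, 5 uM MgCl2, 0.05% BSA, 1 mM DTT. OMFP (added at 50 uM) then reacted 10 min; fluorescence read at 485/525 nm.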
p53 reactivation: mutant p53 re-activation in reporter cells. hit rate 0.063% among 320,000. AID 504706. Potency, µM (doses to about 92.2 µM), for inactives: top-dose activity change, positive = activation, actives largely listed as activators. H1299 p53-A138V BP100-luciferase reporter, luminescence, 24 h; further: potency means the concentration at half of the fitted maximal effect; % of control where 0% means no effect; nearly all actives have a fitted effect of over 45% in size
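p53-null H1299 cells stably carrying temperature-sensitive p53-A138V and a BP100-luciferase reporter were pinned with compounds (4-point, 1:5 series) and held 24 hrs at 37 deg C. Luminescence was read 10 min after detection reagent.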
ELG1 genotoxic: inducers of genotoxicity in HEK293T ELG1-luciferase cells | Potency, µM (top dose mostly 46 µM), without a hit: top-dose activity change, positive = activation, hits mostly activators | hit rate 1.3% among 330,000 | HEK293T ELG1-luciferase reporter, luminescence, 16 h | AID 504466; further: potency means the concentration at half of the fitted maximal effect; % of control where 0% means no effect; nearly all actives have a fitted effect of over 60% in size
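After overnight (16 hr) compound treatment at 37 °C, ELG1-luciferase HEK293T cells were lysed with ONE-Glo; luminescence quantified 30 min later at room temperature.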
a7 integrin act: integrin-mediated muscular dystrophy alleviation activation; alpha7betagal myoblasts, beta-gal FDG fluorescence, 48 h; Potency, µM (series often up to 38.3 µM), for the others: at the top dose activation, hits mostly activators; hit rate 0.064% among 350,000;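 further: potency means the concentration at half of the fitted maximal effect; 100% = response of the positive control SU9516; nearly all actives have a fitted effect of over 60% in size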
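alpha7betagal+/- myoblasts (passage 13, 250/well) treated 48 h at 37C with compounds at 1:260 dilution of DMSO stock. Lysed, then beta-galactosidase activity read as FDG fluorescence (ex 480/em 540) after 30 min, with pre-read for autofluorescence.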
uPA generation: cell surface uPA generation inhibition; cell surface uPA generation assay, qHTS; Potency, µM (highest dose often 38.3 µM), inactives show top-dose activity change, negative = inhibition, usual class: inhibitors; hit rate 0.31% among 330,000; active means well fitted inhibition curve with a large enough effect; inconclusive means small, poorly fitted or top-dose-only effect; inactive means no such curve, though single readings can be large or run the other way; tested in mouse RAW 264.7 cells; further: potency means the concentration at half of the fitted maximal effect; on the % scale 0 is the no-effect control and ±100 the full control effect; nearly all actives have a fitted effect of over 55% in size
PTAP TSG101 blk: blocks PTAP/TSG101 interaction to inhibit HIV-1 budding; Q99816; Fluorescence polarization, FITC-PTAP peptide / Tsg101 binding; Potency, µM (titrated, usually from 115 µM), for inactives: at the top dose activity change, negative = inhibition, usual class: inhibitors; 340,000 tested, under 10 active; AID 493005; active means well fitted inhibition curve with a large enough effect in the main read-out, with a control signal flat, not every such curve was filed as active; inconclusive means small, poorly fitted or top-dose-only effect, or effect the other way, or a change in a side signal; inactive means no such curve, though single readings can be large or run the other way; further: potency means the concentration at half of the fitted maximal effect; % of control where 0% means no effect
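Tsg101 binding domain (10 uM final) was mixed with compound and a FITC-labeled PTAP peptide (50 nM final) in HEPES pH 7.5 buffer with NaCl, Tween 20, EDTA and TCEP; fluorescence polarization was read after 20 min at r.t.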
ASM inhibitor: human S-ASM enzyme inhibition. AID 504937. placental ASM, HMU-PC fluorogenic substrate, 60 min. Potency, µM (titrated, usually from 57.5 µM), for inactives: at the highest dose activity change, negative = inhibition, actives largely listed as inhibitors. hit rate 0.006% among 340,000. P17405; further: potency means the concentration at half of the fitted maximal effect
Target sequence (P17405 47-631 limits assumed): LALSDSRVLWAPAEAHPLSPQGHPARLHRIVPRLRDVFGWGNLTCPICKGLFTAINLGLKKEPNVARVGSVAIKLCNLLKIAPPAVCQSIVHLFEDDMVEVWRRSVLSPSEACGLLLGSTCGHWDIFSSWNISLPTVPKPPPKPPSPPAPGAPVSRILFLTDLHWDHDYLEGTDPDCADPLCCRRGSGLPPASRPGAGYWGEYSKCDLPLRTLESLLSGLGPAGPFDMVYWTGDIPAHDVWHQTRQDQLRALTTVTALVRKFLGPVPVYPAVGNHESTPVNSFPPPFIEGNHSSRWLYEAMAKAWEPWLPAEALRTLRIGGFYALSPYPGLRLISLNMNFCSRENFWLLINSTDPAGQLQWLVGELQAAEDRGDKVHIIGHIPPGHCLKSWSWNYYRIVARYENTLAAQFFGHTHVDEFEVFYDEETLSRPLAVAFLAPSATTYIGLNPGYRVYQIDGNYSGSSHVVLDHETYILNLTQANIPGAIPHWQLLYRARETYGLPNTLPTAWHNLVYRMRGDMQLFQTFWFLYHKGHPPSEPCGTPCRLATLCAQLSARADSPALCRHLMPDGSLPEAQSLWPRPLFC
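Human placenta-derived ASM preincubated with compound 10 min at room temperature, then reacted with 9 uM (final) fluorogenic HMU-PC substrate for 60 min at 37 C. Stop solution raises pH to 10; fluorescence read at Ex 386/Em 447 nm.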
B2AR arrestin: recruits beta-arrestin to the human beta2-adrenergic receptor; Potency, µM (top dose mostly 46.1 µM), without a hit: at the highest dose activation, hits mostly activators; hit rate 0.02% among 330,000; beta-arrestin recruitment to beta2AR, cell-based reporter; P07550; AID 492947;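 further: potency means the concentration at half of the fitted maximal effect; 0% = DMSO controls and full agonism = EC100 isoproterenol or metaproterenol; nearly all actives have a fitted effect of over 65% in size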
Target sequence (P07550 whole entry, looked up): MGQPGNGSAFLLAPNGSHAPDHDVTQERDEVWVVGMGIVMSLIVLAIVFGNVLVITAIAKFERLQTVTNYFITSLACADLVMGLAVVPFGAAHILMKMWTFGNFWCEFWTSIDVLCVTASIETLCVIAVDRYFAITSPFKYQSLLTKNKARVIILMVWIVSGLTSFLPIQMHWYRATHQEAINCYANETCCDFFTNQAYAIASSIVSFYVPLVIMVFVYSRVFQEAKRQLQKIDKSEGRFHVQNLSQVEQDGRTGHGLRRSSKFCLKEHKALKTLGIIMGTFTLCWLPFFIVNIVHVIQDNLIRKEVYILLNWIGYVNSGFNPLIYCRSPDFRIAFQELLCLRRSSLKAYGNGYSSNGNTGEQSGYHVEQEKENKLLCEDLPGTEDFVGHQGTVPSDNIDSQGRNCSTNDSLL
USP2a block: inhibitors of human ubiquitin-specific protease USP2a; hit rate 0.01% among 330,000; Potency, µM (titrated, usually from 38.3 µM), for inactives: top-dose activity change, negative = inhibition, actives largely listed as inhibitors; USP2 core, Ub-CHOP2 coupled fluorogenic reporter, 485/531; O75604;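 further: potency means the concentration at half of the fitted maximal effect; plate controls were DMSO wells for no effect and full inhibition by NEM control for full effect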
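Deubiquitinase activity read as fluorescence (485/531 nm) after Ub-CHOP2 cleavage activates the enterokinase reporter on its substrate; USP2 core 10nM, Ub-CHOP2 and substrate 25nM each, 30min compound preincubation then 60min RT; data normalized to NEM, curves fitted.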
* hit, by the source's call; ? = inconclusive; · = not tested or not shown; [ ] = dose if it differs, or a comment. Unless noted, the call rests on the fitted dose curve; in most records, active means well fitted curve in the direction sought with a large enough effect; inconclusive means small, poorly fitted or top-dose-only effect, or another doubt; inactive means no such curve, though single readings can be large; an effect the other way counts as inactive or inconclusive. Hits appear at their usual frequency; 2.6% or so of the library scored in one or more.

SMILES	TRPV1 ag	BRCA1 expr act	Eya2 inh	p53 reactivation	ELG1 genotoxic	a7 integrin act	uPA generation	PTAP TSG101 blk	ASM inhibitor	B2AR arrestin	USP2a block
CCOc1ccc(NC(=O)CN(C)C(=O)c2ccc(C)c(S(=O)(=O)N3CCCCC3)c2)cc1OCC	1	-3%	-3%	-1%	2%	-14%	-2%	0%	0%	-0.2%	4%
CC(C)C(OC(=O)c1cc2c(s1)CCCCC2)C(=O)NC(N)=O (stereo not given)	3	10%	-1%	9%	7%	-1%	3%	1%	-3%	0.0%	5%
CC(C)CC(=O)NC(NC(=O)CC(C)C)c1cccc([N+](=O)[O-])c1	?	1%	-11%	2%	-3%	-21%	-1%	-7%	1%	-0.3%	6%
Nc1nc2nonc2nc1N1CCCCC1	-1	-4%	-3%	-7%	-1%	16%	1%	-17%	2%	0.3%	-4%
COc1ccc([C@H]2CC(=O)C=C(c3ccc(Cl)c(C(F)(F)F)c3)C2)cc1	?	15%	0%	20%	2%	10%	4%	-15%	-14%	0.1%	-1%
O=C(Nc1ccnn1C1CCN(CCCC2CCCC2)CC1)c1ccccc1	2	0%	3%	-11%	-4%	-53%[inhibitor]	-2%	-3%	0%	-0.6%	3%
O=C1c2ccccc2C(=O)N1CCC(=O)N1CCCc2ccccc21	7	26%	5%	?	4%	26%	10%	2%	5%	0.1%	0%
COc1ccc(NC(=O)CN2C(=O)NC(C)(c3ccc(C)cc3)C2=O)cn1 (stereo not given)	2	1%	-5%	-8%	-3%	-18%	-1%	-4%	2%	0.0%	1%
CCN(Cc1ccccc1)C(=O)COC(=O)c1cc(Cl)nc(Cl)c1	4	-5%	9%	0%	1%	8%	3%	-3%	5%	-0.9%	0%
CC1(C)CC(=O)C2=C(C1)NC(=O)CC2c1ccc(N(CCC#N)CCC#N)cc1 (stereo not given)	2	6%	5%	-10%	-3%	-6%	0%	-5%	0%	-2.2%	-2%
CC(C)(C)c1ccc(S(=O)(=O)N2CCCC2C(=O)N2CCOCC2)cc1 (stereo not given)	-1	-3%	-25%	8%	2%	44%	-1%	2%	5%	-0.2%	1%
CSCCC(NS(=O)(=O)c1ccc(C)cc1)C(=O)NCC(C)(C)N1CCOCC1 (stereo not given)	2	1%	7%	-3%	1%	-8%	4%	-2%	5%	0.0%	-1%
Cc1sc(NC(=O)c2ccc(F)cc2)c(CN2CCCCCC2)c1C	21	23%	2%	?	?	-7%	1%	4%	8%	5.1%	3%
COc1ccccc1NC(=S)N1CCCCCC1	2	-6%	-12%	-13%	-1%	-18%	9%	-4%	3%	3.1%	2%
Nc1nonc1-c1nc2ccccc2n1CCC(=O)O	2	-3%	16%	0%	2%	8%	2%	-3%	5%	-0.2%	-1%
Cc1cc(C)cc(OCC(=O)Nc2cccc(-c3nc4ncccc4o3)c2)c1	·	0%	-7%	1%	-16%	0%	4%	-7%	-11%	0.4%	5%
CC(=O)c1ccc(OC(=O)c2nc(-c3ccccc3)oc2C)cc1	12	4%	1%	16%	0%	-12%	5%	-1%	1%	-1.0%	0%
O=C(NCCc1ccccc1)C1CC(=O)N(CCc2ccccc2)C1 (stereo not given)	9	38%	-1%	11%	-1%[9.26 µM]	15%	-20%	-4%	1%	-0.6%	2%
Cc1occc1-c1nnc(SCC(=O)N2CCCC(C)C2)o1 (stereo not given)	?	28%	8%	23%	7%	-5%	2%	1%	2%	-2.0%	-1%
CCN1CCN(C(=O)C2CCN(S(=O)(=O)c3ccc4c(c3)NC(=O)C(C)S4)CC2)CC1 (stereo not given)	-4	3%	0%	-1%	0%	?	-1%	4%	5%	-1.3%	1%
O=c1oc2ccccc2nc1/C=C(\O)c1ccccc1	5	3.5µM*	9%	?	0%	-40%	2.2µM*	-22%	-2%	-0.4%	1%
Cc1cc(Br)ccc1NC(=S)NCCc1ccccc1	8	-1%	-3%	4%	0%	?	-2%	0%	-4%	-0.9%	2%
COc1ccc([C@H]2CC(=O)C=C(c3cc(C)ccc3OC)C2)cc1	22	-49%	0%	-14%	0%	-6%	10µM*	0%	0%	0.1%	-2%
Cc1ccc2c(c1)-n1c(nc3ccccc3c1=O)C(Cc1ccc(O)cc1)NC2=O (stereo not given)	·	·	13%	5%	-3%	·	·	·	·	-0.1%	4%
CC1CCC(NC(=O)C2c3ccccc3C(=O)N2Cc2cccs2)CC1 (stereo not given)	9	-10%	3%	-9%	3%	-13%	1%	-2%	-5%	-0.3%	1%
Cc1ccc(NC(=O)c2sc(=S)n(-c3cc(C)ccc3F)c2N)cc1	?	17%	-9%	0%	12%	35%	-1%	-3%	-7%	0.0%	1%
COc1ccc(C(=O)N(C)Cc2ccon2)cc1OC1CCN(C(C)C)CC1	3	-6%	11%	?	-4%	8%	-1%	-7%	·	-0.4%	-1%
S=C(NCCc1ccccc1)N/N=C/c1cccc(Cl)c1Cl	-1	19%	-4%	?	6%	23%	0%	-3%	-5%	-0.2%	2%
CCc1ccc(C(=O)NN(C(=O)c2ccc(CC)cc2)C(C)(C)C)cc1	23	-25%	-2%	11%	-1%	10%	6%	-3%	3%	0.1%	-6%
COc1ccc2nc(C)cc(NCc3cccc(C(F)(F)F)c3)c2c1	1	-71%	-23%	4%	-1%	-35%	-10%	-2%	-3%	-0.9%	1%
COc1cccc(NC(=O)Cn2c3ccc(OC)cc3c3nc4n(c(=O)c32)CCS4)c1	4	4%	-5%	-8%	?	1%	17%	-5%	177%[activator]	0.0%	2%
O=C1C=C(c2ccc3[nH]ccc3c2)C[C@@H](c2ccc(F)cc2)C1	28	-20%	-28%	-9%	0%	-28%	9%	·	-11%	0.3%	-2%
O=C(O)Cc1c[nH]c2cccc(O)c12	0	-2%	-5%	-2%	-4%	-20%	0%	-5%	-7%	-0.7%	2%
COc1ccc2oc(C(=O)OC(C)C(=O)N3C(C)CCCC3C)c(C)c2c1 (stereo not given)	·	9%	-28%	0%	-7%	-26%	-2%	-6%	-4%	2.6%	3%
Cc1c(Cl)cccc1N=C1SCCN1C(=O)CN1C(=O)NC2(CCCC2)C1=O	0	-77%	28%	-13%	-13%	?	-3%	-4%	-3%	-0.7%	2%
CCC(C)(C)n1nnnc1C(C(C)C)N(CCCO)Cc1cc2cc(C)ccc2[nH]c1=O (stereo not given)	9	-21%	-1%	?	0%	-1%	-4%	-4%	3%	-0.4%	4%
Cc1csc(NC(=O)c2cccc(Cn3nc(C)c(Br)c3C)c2)n1	0	-24%	-2%	8%	-5%	13%	-12%	-12%	-17%	0.1%	2%
Cc1scc(C(=O)NNC(=S)NCC2CCCO2)c1-c1ccccc1 (stereo not given)	1	1%	-4%	-6%	-2%	-4%	6%	-1%	2%	0.5%	2%
COc1cccc2cc(C(=O)NCc3ccccc3Cl)c(=O)oc12	3	-2%	-1%	3%	6%	2%	5%	5%	1%	-0.3%	1%
CC(C)n1c(=O)[nH]c2ccccc21	1	-15%	18%	-3%	1%	-9%	6%	-17%	4%	0.1%	1%
Cc1ccccc1NC(=O)Cc1nc(COC(=O)c2cc(Br)ccc2O)cs1	13	3%	6%	-5%	0%	-1%	-13%	-3%	21%	-0.2%	0%
COC(=O)c1cc(Br)ccc1-c1ccc(/C=N/n2nnnc2N)o1	2	-13%	-14%	-22%	?	-5%	-12%	2%	40%[activator]	2.7%	1%
CCc1ccc(C)[n+](CC(=O)c2cccs2)c1	2	41%	-14%	2%	-3%	?	-8%	0%	-5%	-0.3%	-1%
O=C1OCc2cc(NS(=O)(=O)c3cccs3)ccc21	0	6%	12%	1%	12%	9%	3%	-5%	0%	0.0%	1%
O=C(Nc1ccccc1)C1CC(=O)N(C2CCCCC2)C1 (stereo not given)	2	-1%	-2%	-1%	3%	8%	1%	-3%	4%	-0.2%	-7%
Cc1nc(C(=O)NC(C)C)nn1-c1cc(Cl)cc(Cl)c1	0	-7%	5%	-2%	0%	-14%	-2%	-6%	-3%	-0.3%	1%

Shown as a hit in BRCA1 expr act (from the list above):
mol | TRPV1 ag | BRCA1 expr act | Eya2 inh | p53 reactivation | a7 integrin act | uPA generation | PTAP TSG101 blk | ASM inhibitor | B2AR arrestin
O=c1oc2ccccc2nc1/C=C(\O)c1ccccc1 | 5 | 3.5µM* | 9% | ? | -40% | 2.2µM* | -22% | -2% | -0.4%
